# Screening results (PubChem BioAssay)
# UHRF1 binding: blocks human UHRF1 binding to methylated DNA; Q96T88; UHRF1 binding to methylated oligo, TR-FRET; inhibition, % at 4.4 µM; 370,000 tested, 0.75% active; in the data active = inhibition above about 21%;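 note: UHRF1 SRA domain binding a hemimethylated CpG hairpin DNA probe; 0% = median of test compound wells and 100% = reference inhibitor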
# ARFGAP1 inhibitor: inhibitors of rat ARFGAP1 | Q62848 | Arfgap1-stimulated ARF1 GTP hydrolysis, GDP FP detection | inhibition, % at 16.5 µM | 360,000 tested, 0.26% active | AID 651572;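 active = inhibition above a per-plate limit, mean inhibition of low control wells plus 3 SD, cut at about 25% in these data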;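 note: 0% = DMSO wells with enzyme and 100% = wells lacking Arfgap1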
# Target sequence (Q62848 1-136 limits assumed): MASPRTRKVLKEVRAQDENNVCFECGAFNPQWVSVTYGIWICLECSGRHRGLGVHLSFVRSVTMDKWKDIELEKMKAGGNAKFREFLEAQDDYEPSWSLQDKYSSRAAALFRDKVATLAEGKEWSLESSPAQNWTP
#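 Material: rat Arfgap1 GAP domain (His6, aa 1-136), purified enzyme. Also added: human ARF1(Δ1-17)-GTP substrate. Compound dosing: 16.5 µM single point, 1.26% DMSO. Timing: enzyme reaction 120 min at 25 °C after 20 min preincubation. Signal: GDP detection by fluorescence polarization. Read-out basis: percent inhibition of GAP-stimulated GDP formation, scaled between DMSO and no-Arfgap1 medians.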
# KLK7 zymogen act: activates the human kallikrein-7 zymogen; P49862; AID 652039; activation, % at 7 µM; 370,000 tested, 0.9% active; purified proKLK7, EDANS-DABCYL substrate fluorescence; 100% is mature enzyme control, 0% vehicle;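 active = activation above the mean of all tested compounds plus 3 SD, computed per campaign excluding outliers beyond control limits, cut at about 13% in these data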
# sPLA2-III inh: Blocks human group III sPLA2 activity; Q9NZ20; QFRET BODIPY PC-A2 liposome hydrolysis, fluorescence; inhibition, % at 12.2 µM; 370,000 tested, 0.56% active;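 active = inhibition above mean plus 3 SD of compounds lying within the high and low control bounds, cut at about 19% in these data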;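 note: 0% = median of test compound wells and 100% = no enzyme DMSO wells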
# Target sequence (Q9NZ20 whole entry, looked up): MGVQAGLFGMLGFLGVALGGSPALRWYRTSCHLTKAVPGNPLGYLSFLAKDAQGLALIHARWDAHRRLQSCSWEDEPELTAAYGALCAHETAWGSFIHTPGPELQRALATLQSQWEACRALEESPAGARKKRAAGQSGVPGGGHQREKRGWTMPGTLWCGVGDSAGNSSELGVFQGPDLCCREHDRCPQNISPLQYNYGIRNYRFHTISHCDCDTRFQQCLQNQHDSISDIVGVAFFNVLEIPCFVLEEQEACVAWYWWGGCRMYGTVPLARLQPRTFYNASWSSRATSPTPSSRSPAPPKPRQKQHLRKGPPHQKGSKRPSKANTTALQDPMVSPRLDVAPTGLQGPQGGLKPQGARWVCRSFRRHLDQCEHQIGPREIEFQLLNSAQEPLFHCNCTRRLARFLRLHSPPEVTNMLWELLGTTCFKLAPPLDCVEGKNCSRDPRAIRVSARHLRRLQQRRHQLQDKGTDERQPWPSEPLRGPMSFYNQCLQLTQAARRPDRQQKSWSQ
# PLC-gamma1 inh: PLC-gamma1 (human) inhibition, primary screen. P19174. purified PLC-gamma1, fluorogenic substrate, fluorescence. inhibition, % at 12.2 µM. 370,000 tested, 0.84% active. AID 720700; in the data active = inhibition above about 9.5%
# Tn7 DDE FP: DD(E)-Tn7 binding inhibition, primary FP screen; P02675; FP displacement of FITC-Tn7 peptide from fibrin DD(E); 0% = median of compound wells per plate; inhibition, % at 8.3 µM; 370,000 tested, 0.13% active;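 active = inhibition above the mean of compounds falling within the control limits plus 3 SD of them, cut at about 14% in these data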;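 note: 0% = plate median of compound wells and 100% = 10 µM Aha-Tn7 peptide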
#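 Assay system: Human clot-derived fibrin DD(E) complex | Buffer or medium: Tris/NaCl/CaCl2 buffer, pH 7.8 | Repeats: One replicate per compound | Benchmarks: Aha-Tn7 high control | Measure: % inhibition scaled between sample-field median and high-control FP | Schedule: 10 min plus 3 h, room temperature | Signal: Fluorescence polarization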
# NR1D1 modulator: modulators of human Rev-erb alpha DNA binding; Rev-erbα–FITC-DNA binding, fluorescence polarization, 90 min; 370,000 tested, 0.79% active; AID 1259318; P20393; activity, % at 10 µM;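 active = activity above about 14%, limit read from the data; passing the limit was not always enough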;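 note: 0% = DMSO wells with 35 nM protein and 100% = DMSO wells with 750 nM protein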
# ASAP1 GAP inh: ASAP1 ArfGAP inhibition; ASAP1-stimulated ARF1 GTP hydrolysis, GDP FP detection; inhibition, % at 16.5 µM; 360,000 tested, 0.19% active; AID 624377; in the data active = inhibition above about 25%;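 note: 0% = vehicle with enzyme and substrate and 100% = no enzyme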
# Target sequence (Q9ULH1 325-724 limits assumed): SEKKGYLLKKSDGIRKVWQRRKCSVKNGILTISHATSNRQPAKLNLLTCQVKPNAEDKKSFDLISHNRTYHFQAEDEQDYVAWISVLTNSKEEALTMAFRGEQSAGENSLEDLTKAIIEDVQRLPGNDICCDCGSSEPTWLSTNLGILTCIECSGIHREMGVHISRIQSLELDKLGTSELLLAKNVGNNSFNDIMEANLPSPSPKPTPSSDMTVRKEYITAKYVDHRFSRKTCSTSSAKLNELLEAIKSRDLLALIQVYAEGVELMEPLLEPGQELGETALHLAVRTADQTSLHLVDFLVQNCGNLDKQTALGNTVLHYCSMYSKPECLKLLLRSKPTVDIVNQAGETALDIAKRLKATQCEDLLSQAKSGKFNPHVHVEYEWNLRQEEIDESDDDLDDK
# PLCb3 inh: blocks human PLC-beta3 enzyme activity; inhibition, % at 12.2 µM; 370,000 tested, 0.18% active; Q01970; Purified PLC-beta3, fluorogenic substrate, fluorescence; in the data active = inhibition above about 11%;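 note: 0% = median of compound wells on plate and 100% = full blocker control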
# DDE Tn6 FP inh: inhibitors of Tn6 peptide binding to human fibrin DD(E); 370,000 tested, 0.21% active; P02675; inhibition, % at 8.3 µM; Fibrin DD(E) TRITC-Tn6 fluorescence polarization displacement;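 active = inhibition above a per-campaign cutoff: mean of compounds within control limits plus 3 SD, cut at about 15% in these data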;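 note: 0% = median of all compound wells on the plate and 100% = blocking peptide control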
# * hit, by the source's call; . = not tested or not shown. Rows were taken by chance; any-hit rate near 4.5%.
SMILES	UHRF1 binding	ARFGAP1 inhibitor	KLK7 zymogen act	sPLA2-III inh	PLC-gamma1 inh	Tn7 DDE FP	NR1D1 modulator	ASAP1 GAP inh	PLCb3 inh	DDE Tn6 FP inh
OC(c1ccc(F)cc1)(C1CCCCC1)C(CN1CCOCC1)c1ccccc1 (configuration not stated)	2.7	-8.6	-0.4	-4.0	0.3	4.7	3.3	-5.6	-4.2	-1.6
COc1cc([N+](=O)[O-])ccc1NC(=S)Nc1cc(C(=O)OC(C)C)cc(C(=O)OC(C)C)c1	-7.8	-1.4	0.7	-0.7	-30.6	-1.8	3.5	-4.5	-40.0	2.0
CCOC(=O)N/N=C/c1c[nH]c2ccccc12	-0.4	1.2	-0.1	-0.9	-0.8	10.6	-3.2	-12.0	-0.6	4.9
CCC1CCCCN1C(=O)COc1ccc2c(c1)OCO2 (configuration not stated)	-0.1	20.9	0.4	4.5	1.4	-2.4	6.4	-3.5	-0.8	1.4
CCc1nn2c(N(C)CCO)cc(C)nc2c1-c1ccc(F)cc1	1.4	-1.1	0.7	2.7	-20.1	-0.8	3.4	-7.8	-34.2	0.0
COC(=O)CN(Cc1cn(Cc2ccccc2)nn1)S(=O)(=O)c1ccccc1Br	0.4	.	0.8	-1.4	2.0	-2.1	-2.9	.	6.7	3.0
OC(CCl)CCl	1.2	6.1	0.3	-5.7	2.3	-6.2	2.8	12.1	0.2	-1.0
COc1cccc(CNC(=O)CCC2CCCN(C(=O)c3cscn3)C2)c1 (configuration not stated)	2.0	10.2	0.8	14.6	2.8	5.0	-4.5	-5.4	-8.6	4.9
CN1CCC(C(=O)C(=O)O)C1=O (configuration not stated)	1.7	3.4	0.5	1.9	2.6	1.8	-2.9	-18.4	4.0	-5.4
C[C@@H]1CN(S(=O)(=O)C(C)(C)C)[C@@H](CCO)/C1=C\CCO	2.5	1.9	-0.5	5.2	1.4	1.8	-5.3	7.9	-2.6	-2.7
NS(=O)(=O)c1cc(Cl)c(Cl)c(S(N)(=O)=O)c1	-2.2	10.0	0.7	-1.4	-1.6	-1.8	-1.0	-19.9	4.5	-3.0
CCOC(=O)C(C)CC(C)C(=O)N1CCOCCN(C(=O)C(C)CC(C)C(=O)OCC)CCOCC1 (configuration not stated)	-2.2	-13.7	0.2	0.4	0.2	1.9	0.5	9.0	-0.7	-0.6
COc1ccc(/C=N/NC(=O)c2cccc([N+](=O)[O-])c2)cc1OS(=O)(=O)c1ccc(C)cc1	2.3	-4.1	-0.1	4.6	9.2	-6.6	-2.9	5.9	5.4	-8.2
COc1ccc2c(c1OC)C(=O)N(c1ccc(C)c(C)c1)C2=O	-3.4	-3.9	0.1	2.3	1.1	1.8	6.4	-6.1	0.4	2.6
Oc1[nH]c2ccccc2c1N=Nc1ncnc2c1oc1ccccc12	-1.1	15.9	0.7	1.0	4.9	-6.8	-1.3	-5.3	-3.0	-0.7
COc1cc(OC)cc(C(=O)N=c2sc3ccccc3n2C)c1	-2.3	1.5	0.1	-2.4	-16.6	6.8	15.9	-9.4	-28.4	4.9
CC1(C)C(=O)Nc2ccccc2N1C(=O)COC(=O)c1cccs1	0.8	-5.2	0.5	3.0	0.5	2.6	-2.4	11.4	0.8	-11.8
O=C(Nc1nc2ccccc2s1)c1cc(-c2ccco2)nc2ccccc12	0.2	15.0	9.2	-11.9	-380.0	-1.7	-3.4	5.6	-483.5	-0.8
CCC(Oc1ccccc1)C(=O)NCc1cccnc1 (configuration not stated)	4.7	1.0	-0.3	5.6	3.4	-2.7	-1.9	-9.8	0.0	0.5
CSCCC(NC(=O)COc1ccccc1)C(=O)O (configuration not stated)	-2.7	9.9	-0.4	1.3	0.7	-1.9	-0.7	-5.6	0.5	5.0
CCOc1ccc(CCNC(=O)CSC(=S)N2CCCC2)cc1OCC	2.5	7.2	0.9	2.6	-1.6	-0.5	-0.7	-10.7	-5.8	0.5
CC(C)c1ccc(N2C(=O)CC(Sc3nc4ccccc4o3)C2=O)cc1 (configuration not stated)	-1.5	3.8	-0.2	-44.3	5.2	-4.2	-1.2	7.1	0.6	-5.9
O=C1CN(C(=O)c2cc3ccccc3oc2=O)C(c2ccc(F)cc2)c2cc(Br)ccc2N1 (configuration not stated)	3.4	-0.8	-0.4	9.0	2.8	1.9	1.3	8.8	-6.4	3.4
O=C(c1c(O)cc(O)cc1O)C1c2c(cc(O)c3c2O[C@H](c2ccc(O)cc2)[C@@H](O)C3)OC1c1ccc(O)cc1 (some centres not stated)	-0.8	20.3	0.6	-7.2	-11.1	5.1	0.1	13.7	-16.6	-7.4
Cc1ccc(C)c(SCC(=O)OCC(=O)Nc2ncc(C(F)(F)F)cc2Cl)c1	-2.4	-0.8	0.0	-27.0	-11.3	-2.0	-0.6	2.4	-15.0	-4.5
COC(=O)C1CCN(C(=O)Cc2ccc(Br)cc2)CC1	-2.1	-2.2	0.5	2.9	1.4	2.0	-2.4	4.9	-0.1	-7.5
COc1cc(NC(=O)C2CCCN(S(=O)(=O)c3ccc4[nH]c(=O)ccc4c3)C2)cc(OC)c1 (configuration not stated)	1.8	-4.1	0.2	0.3	8.0	3.7	0.8	5.8	-1.7	0.7
CC(=O)Nc1ccc(NC(=O)C(OC(=O)c2ccccc2)C(OC(=O)c2ccccc2)C(=O)O)cc1 (configuration not stated)	-1.0	6.6	0.0	-3.7	-6.1	10.2	3.4	3.9	-7.3	10.9
O=C(CS(=O)(=O)c1ccccc1)Nc1nc(-c2ccc(F)cc2)cs1	0.4	-2.1	0.8	-22.1	6.4	-7.3	3.6	-9.7	-1.8	-8.1
COc1ccc(N2CCN(Cc3ccc(Br)s3)CC2)cc1	1.0	3.2	1.4	2.5	-9.2	1.4	-5.3	-11.1	-14.3	5.0
Cc1ccc2cc(COC(=O)C3CCCO3)c(=O)[nH]c2c1 (configuration not stated)	1.3	5.8	-0.7	-0.6	1.6	-6.7	-3.0	10.2	-1.0	4.0
CCOc1ccc(S(=O)(=O)Nc2ccccc2C(=O)N(C)C2CCN(C)CC2)cc1	3.1	5.2	0.3	9.1	0.0	2.1	3.9	-7.6	-3.4	6.6
COc1ccc(N2CCN(c3ccc(C(N)=O)cc3[N+](=O)[O-])CC2)cc1	-4.4	-1.4	-0.1	-0.2	-0.1	10.0	-4.2	3.0	0.3	12.6
COC(=O)[C@@]1(Sc2ccc(C)cc2)CC(=O)N(C(=O)C2CC2)[C@@H]1c1ccccc1	-1.2	7.6	0.5	1.2	0.9	1.2	4.9	1.6	-0.1	5.9
Cc1cccc(N(Cc2cc3ccccc3[nH]c2=O)S(=O)(=O)c2ccccc2)c1	0.6	1.4	-0.9	2.7	-2.2	-7.1	-0.6	2.5	-0.8	-2.3
O=C(NCc1cccc(Br)c1)C1CC(c2ccccc2C(F)(F)F)=NO1 (configuration not stated)	5.6	3.1	0.4	-9.5	1.5	3.7	2.8	-2.3	-1.7	-1.3
Cc1ccc(NC(=O)CN2C(=O)/C(=C3\SC(=S)N(C4CCS(=O)(=O)C4)C3=O)c3ccccc32)cc1 (configuration not stated)	1.9	-5.0	0.4	-19.8	2.2	5.7	9.8	-3.9	0.1	6.4
Cc1ccc(C(=O)Nn2cnc3scc(-c4cccs4)c3c2=O)c(O)c1	-0.2	0.3	-0.4	-14.4	-6.6	3.8	-4.2	6.1	-9.6	1.7
S=C(NCc1ccccc1)C(=S)NCc1ccccc1	-0.2	8.4	-0.7	11.7	-1.5	-0.1	1.8	4.7	-1.5	3.8
Cc1nc2sc(C(=O)c3ccccc3)c(N)c2c(C)c1C	1.1	4.5	50.4*	12.8	-12.8	3.4	3.8	10.2	-19.4	-4.5

# Grouped by structure, those above with a COOH group
SMILES	UHRF1 binding	ARFGAP1 inhibitor	KLK7 zymogen act	sPLA2-III inh	PLC-gamma1 inh	Tn7 DDE FP	NR1D1 modulator	ASAP1 GAP inh	PLCb3 inh	DDE Tn6 FP inh
CN1CCC(C(=O)C(=O)O)C1=O (configuration not stated)	1.7	3.4	0.5	1.9	2.6	1.8	-2.9	-18.4	4.0	-5.4
CSCCC(NC(=O)COc1ccccc1)C(=O)O (configuration not stated)	-2.7	9.9	-0.4	1.3	0.7	-1.9	-0.7	-5.6	0.5	5.0
CC(=O)Nc1ccc(NC(=O)C(OC(=O)c2ccccc2)C(OC(=O)c2ccccc2)C(=O)O)cc1 (configuration not stated)	-1.0	6.6	0.0	-3.7	-6.1	10.2	3.4	3.9	-7.3	10.9

# Going on with the list.
SMILES	UHRF1 binding	ARFGAP1 inhibitor	KLK7 zymogen act	sPLA2-III inh	PLC-gamma1 inh	Tn7 DDE FP	NR1D1 modulator	ASAP1 GAP inh	PLCb3 inh	DDE Tn6 FP inh
Cc1ccccc1C(=O)NC1CC2CCCC(C1)N2Cc1ccc(Cl)cc1 (configuration not stated)	4.3	0.5	0.4	13.8	-3.6	3.5	5.1	-2.8	-6.6	-1.6
CC(C)Cc1nnc(NC(=O)CCC(=O)N2CCCCC2)s1	-2.5	4.5	-0.5	-2.6	2.1	-1.2	-1.8	12.9	-2.1	-5.9
CC1CCCN(CCCNC(=O)CN2C(=O)CSc3ccc(S(=O)(=O)N4CCOCC4)cc32)C1 (configuration not stated)	2.7	2.7	-0.3	9.6	5.1	8.2	-3.6	-0.5	-9.5	2.1
Cn1c(Cc2ccccc2)nnc1SCC(=O)NC1CC1	1.2	-1.5	0.0	10.5	0.2	-1.9	0.7	7.2	-6.3	0.0
Cn1c(=O)c2[nH]c(C3CCCC3)nc2n(C)c1=O	1.7	3.8	-0.2	8.6	4.0	-9.0	-2.5	-2.8	3.9	-3.5
O=C(CCN1C(=O)/C(=C\c2ccccc2)SC1=S)NNC(=O)c1ccncc1	-1.3	3.0	0.2	-4.8	1.3	-4.5	-3.1	-0.4	-3.6	-3.4
CC(=O)c1ccc(S(=O)(=O)N2CCC(c3nnc(SCCN4CCCC4)n3C)CC2)cc1	-1.9	-9.5	0.3	2.0	-1.0	13.2	2.0	0.8	-2.3	-2.0
CC12C=CC(=O)C=C1CCC1C2C(O)CC2(C)C1CCC2(O)C(=O)CO (configuration not stated)	-0.4	-8.0	0.5	-1.9	1.0	5.0	-3.2	6.1	0.4	-2.5
C[C@H]1CN([C@@H](C)CO)C(=O)CCCn2nncc2CO[C@H]1CN(C)C(=O)Nc1ccnc(N2CCOCC2)c1	0.2	1.9	0.0	3.0	1.9	-4.9	-0.6	-0.4	0.7	5.3
CC(C)CN(C(=O)/C=C/c1nc2ccccc2s1)C1CCS(=O)(=O)C1 (configuration not stated)	-1.1	-5.6	3.0	9.2	-82.9	2.7	-3.6	-3.1	-88.4	-1.4
Cc1cc(C(=O)NCc2ccc(F)cc2)n(-c2ccccc2)n1	-1.9	7.1	-0.1	-2.7	0.4	-3.8	1.5	4.5	-6.6	4.4
NC1=NC2CS(=O)(=O)CC2S1 (configuration not stated)	-1.1	4.2	-0.2	0.1	-0.1	9.6	-2.4	2.7	2.6	6.9
